# Screens: PubChem BioAssay, several laboratories
# cardiac RTF act: cardiac RTF calcium sensitization; P19429+P45379; IANBD-labeled TnC RTF fluorescence at EC20 calcium; 0% EC20 calcium, 100% full calcium; activation, % at 7.2 µM; 0.24% of 340,000 active;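 active means activation above the mean over all tested compounds plus 3 SD, cut at about 30% in these data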;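 further: rise in fluorescence read as greater calcium sensitivity of cardiac thin filaments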
# C-LANA FP: blocks KSHV LANA C-terminal domain binding to DNA | 0.078% of 340,000 active | inhibition, % at 9 µM | MBP-C-LANA/FAM-LBS DNA binding, fluorescence polarization;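 active means highest replicate inhibition at or above 60% at 9 µM, even if other replicates fall short; inactive means all replicates below 60% inhibition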;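 further: 0% = neutral control wells and 100% = 4 µM acridine orange control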
# dFosB activator: enhances mouse delta FosB homodimer DNA binding; 0.99% of 340,000 active; activation, % at 25 µM; purified delta FosB, TAMRA-CDK5 oligo fluorescence polarization; percent of positive-control signal above neutral wells; P13346;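 active means mean activation above about 17%, with every replicate also reaching it, limit read from the data, passing the limit was not always enough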;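 further: fluorescence polarization rise as delta FosB binds a TAMRA Cdk5 AP-1 oligo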
# PvdQ acylase: P. aeruginosa PvdQ acylase inhibition. purified PvdQ acylase, fluorescence plate reader. inhibition, % at 10 µM. 0.063% of 340,000 active. AID 488965; in the data active means inhibition above about 30%, passing the limit was not always enough;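 further: 0% = vehicle neutral wells and 100% = reference inhibitor wells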
# CDK5 p35 inh: blocks human CDK5/p35 kinase activity | Q00535+Q15078 | Recombinant CDK5/p35, ADP-Glo luminescence, 60 min | inhibition, % at 10 µM | 0.01% of 330,000 active | AID 488839;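 active means highest replicate inhibition of at least 50% and at least 75% of replicates reaching 50%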;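 further: plate controls were DMSO neutral control for no effect and GW8510 at 10 µM for full effect; many of its hits are not listed in these tables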
# Keap1 Nrf2 FP: disrupts human Keap1 binding to Nrf2 peptide. Keap1 Kelch-Nrf2 peptide fluorescence polarization, 1536-well. 0.15% of 340,000 active. inhibition, % at 9.4 µM. Q14145. AID 504523; in the data active means inhibition above about 12%;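 further: human Keap1 Kelch domain with fluorescein labeled Nrf2 9mer peptide probe; 0% = neutral control wells and 100% = peptide positive control; higher means more block of Keap1 binding to Nrf2 peptide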
# Target sequence (Q14145 whole entry, looked up, the tested form may be a part): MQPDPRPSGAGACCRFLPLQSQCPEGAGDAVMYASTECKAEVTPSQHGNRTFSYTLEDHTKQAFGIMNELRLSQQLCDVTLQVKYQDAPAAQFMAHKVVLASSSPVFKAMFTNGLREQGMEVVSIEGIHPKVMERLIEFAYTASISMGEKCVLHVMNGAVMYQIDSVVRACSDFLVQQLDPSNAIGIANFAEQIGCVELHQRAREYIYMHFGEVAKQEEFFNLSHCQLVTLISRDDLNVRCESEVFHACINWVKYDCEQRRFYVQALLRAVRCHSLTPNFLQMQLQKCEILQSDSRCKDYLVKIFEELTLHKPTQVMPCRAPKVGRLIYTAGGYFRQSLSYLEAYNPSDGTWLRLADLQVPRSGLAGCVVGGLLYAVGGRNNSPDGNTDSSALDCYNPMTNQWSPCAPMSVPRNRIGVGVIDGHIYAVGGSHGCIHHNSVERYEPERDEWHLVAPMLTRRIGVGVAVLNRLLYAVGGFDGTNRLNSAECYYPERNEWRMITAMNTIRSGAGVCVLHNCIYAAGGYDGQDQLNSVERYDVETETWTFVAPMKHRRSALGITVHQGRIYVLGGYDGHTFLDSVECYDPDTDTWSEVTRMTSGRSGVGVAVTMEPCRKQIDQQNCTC
# NSD2 inh: NSD2 (human) methyltransferase inhibition; NSD2 peptide methylation, AlphaScreen, 120 min; inhibition, % at 12.5 µM; 0.54% of 310,000 active; AID 743445; in the data active means inhibition above about 50%
# SUMO Mot1 rescue: SUMOylation pathway inhibition by Mot1-301 growth rescue | S. cerevisiae Mot1-301 growth rescue, ATP luminescence, 38.5C; percent above DMSO median, 100 means doubled | growth rescue, % at 18.8 µM | 1% of 320,000 active | AID 2716;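 active means every valid replicate shows activation above 250% relative to neutral control wells; inactive means the rest, any valid replicate at or below 250%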;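 further: OY570 slx delta 5 strain wells were the positive control but not used for scaling; some compounds called inactive have numbers as strong as hits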
# PfHsp90 yeast 2: inhibits growth of yeast expressing Plasmodium falciparum Hsp90; S. cerevisiae expressing PfHsp90, BacTiter-Glo ATP, 48 h; yeast lacking PDR1 and PDR3 efflux regulators; inhibition, % at 9.4 µM; 0.32% of 310,000 active; AID 504621;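 active means every replicate shows inhibition above about 80%, whatever the replicate mean, limit read from the data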;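 further: 0% = DMSO neutral controls and 100% = 20 µM radicicol positive controls; yeast relying on Plasmodium falciparum Hsp90 in place of its own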
# Cardiac RTF inh: cardiac RTF calcium desensitization | P19429+P45379 | IANBD-labeled cardiac RTF, Ca2+ fluorescence | inhibition, % at 7.15 µM | 0.12% of 340,000 active;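 active means inhibition above the mean inhibition of all tested compounds plus 3 SD, cut at about 17% in these data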;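 further: assay run at fixed EC70 calcium of 1.6 mM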
# Rtt109 Vps75: blocks Candida albicans Rtt109/Vps75 acetyltransferase activity | Q5AAJ8 | purified Rtt109/Vps75, ThioGlo CoA-SH fluorescence, 4 h | inhibition, % at 34.9 µM | 0.16% of 330,000 active | AID 540336;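 active means inhibition of at least 50% in every replicate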
# Target sequence (Q5AAJ8 whole entry, looked up): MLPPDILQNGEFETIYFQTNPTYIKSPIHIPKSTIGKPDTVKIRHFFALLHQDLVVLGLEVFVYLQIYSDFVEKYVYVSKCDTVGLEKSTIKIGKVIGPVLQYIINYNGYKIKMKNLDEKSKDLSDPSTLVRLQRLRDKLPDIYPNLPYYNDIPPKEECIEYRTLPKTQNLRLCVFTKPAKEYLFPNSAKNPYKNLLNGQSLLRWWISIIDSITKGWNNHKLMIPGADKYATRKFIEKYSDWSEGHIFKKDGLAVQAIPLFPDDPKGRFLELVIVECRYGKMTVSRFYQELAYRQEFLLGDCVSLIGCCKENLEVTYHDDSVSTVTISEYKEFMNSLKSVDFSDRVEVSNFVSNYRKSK
# Active calls of the source: *; x = no result given.
SMILES,cardiac RTF act,C-LANA FP,dFosB activator,PvdQ acylase,CDK5 p35 inh,Keap1 Nrf2 FP,NSD2 inh,SUMO Mot1 rescue,PfHsp90 yeast 2,Cardiac RTF inh,Rtt109 Vps75
Cc1ccc(NC(=O)Nc2ccc3c(c2)CCC3)cc1C,1.9,-0.1,-1.5,-5.5,-2.6,-0.4,-2.7,-5.7,-3.2,-4.4,-3.1
CCSc1nc2c(c(=O)n1CC)SC(C)C2 (centres undefined),3.1,-0.5,-4.5,-13.9,1.0,-5.0,2.9,-2.1,-9.6,-1.0,1.6
O=C(C=Cc1ccccc1)CC(c1ccccc1)N1CCOCC1 (centres undefined),1.1,-0.6,-8.5,7.7,-0.9,-0.2,x,x,13.1,-12.3,0.6
CC(=O)Nc1cccc(/C(C)=N/NC(=O)c2ccc(NS(=O)(=O)c3cccs3)cc2)c1,-1.2,1.8,-6.2,-8.0,-0.9,3.7,-0.2,-18.7,-5.1,0.4,2.2
Cc1ccc(C)c(OCc2nnc(SCC(=O)NCc3ccc4c(c3)OCO4)o2)c1,-2.2,0.4,-12.7,-13.9,-2.9,-5.3,-3.7,-3.1,7.5,-5.1,1.9
CCc1cc(C(=O)N2CCCC(CCC(=O)NCc3cccc(OC)c3)C2)no1 (centres undefined),0.4,0.8,0.0,-18.6,1.4,0.0,0.6,-9.8,18.8,-10.1,4.1
CCCCN1CC(O)=C(c2nc(-c3ccc(Br)cc3)cs2)C1=N,-2.9,-0.2,0.9,3.4,-0.1,-0.6,-2.1,237.2,-14.9,11.9,-3.4
Cn1ncc(Br)c1C(=O)O,-5.2,0.3,-3.9,16.1,-0.7,-0.9,-2.0,27.2,8.4,12.1,x
O=C(Cc1csc(Nc2nc(=S)[nH]c3ccccc23)n1)N1CCN(c2cccc(Cl)c2)CC1,3.1,-0.4,-5.0,-1.4,-0.5,-1.5,-1.0,5.9,9.6,-0.7,2.3
O=C(CS(=O)CC(=O)N(CC(=O)NC1CCCC1)C1CCCC1)Nc1ccc(F)cc1 (centres undefined),-7.5,-0.3,-4.6,7.5,1.4,-1.5,-0.9,232.1,-3.9,-3.8,-11.0
O=C(NC(=S)Nc1nc(-c2ccc(Br)cc2)cs1)c1ccco1,-0.6,0.1,-16.4,-10.2,-1.6,-4.4,-0.4,4.2,-7.5,-8.3,-2.4
O=C(COC(=O)CCOc1ccccc1)NCc1ccco1,2.7,2.3,-11.6,3.5,-1.1,-4.8,0.3,x,-9.3,-17.0,22.6
COc1ccccc1-c1cc2nc(C)cc(C)n2n1,x,1.9,-12.5,-14.0,-0.1,-1.0,-2.2,283.0,13.6,x,-5.0
COc1cc(/C=N/NC(=O)c2cc3ccccc3[nH]2)ccc1O,-0.9,-0.6,-7.7,-9.2,2.5,0.4,5.4,-19.6,-2.2,-9.9,0.1
COC(=O)N=Nc1c(O)n(Cc2ccccc2)c2ccccc12,-3.2,0.3,-5.0,-0.9,-1.5,-3.7,-0.4,1.8,2.2,-3.0,2.7
CCCCC(=O)Nc1ccccc1Oc1ccccc1,1.6,0.2,-5.4,2.0,-1.0,-1.9,-7.7,-15.7,-12.4,6.1,-6.9
CC(C)Sc1nc(N2CCOCC2)c2c(c1C#N)CC(C)(C)SC2,2.9,-0.2,-5.1,-10.1,0.2,-1.0,-1.8,-3.9,-19.4,-6.2,-4.7
Cc1cccc(NC(=O)C2CCN(S(=O)(=O)c3ccc4c(c3)C(C)(C)C(=O)N4C)CC2)c1C,8.0,0.1,-1.5,-14.4,-0.7,-2.4,x,152.9,9.0,-1.9,-8.9
CN(CCO)c1ccc(-c2nn(C)c(=O)c3ccccc23)cc1[N+](=O)[O-],-4.0,-0.6,-1.5,1.3,0.7,-2.5,-0.9,-19.0,-1.1,4.0,0.5
COc1ccc(NC(=O)Cn2nc(C)c3ccccc3c2=O)cc1,-2.0,1.1,3.6,-21.0,-1.3,0.5,-2.1,-12.4,5.2,1.6,-0.4
COc1cc(NC(=O)c2cccnc2SC)cc(OC)c1,3.9,-3.5,-2.1,-2.4,0.2,-1.4,-2.4,-24.5,6.5,-5.8,-2.4
O=C(Cc1ccc(NC2=NC3CS(=O)(=O)CC3S2)cc1)NCc1ccccc1 (centres undefined),3.0,1.0,-0.9,-6.0,-1.2,1.4,x,5.8,15.0,-2.8,-0.8
COc1ccccc1NS(=O)(=O)c1cc(NC(=O)c2cc[n+]([O-])cc2)ccc1N1CCCC1,3.5,-0.6,-8.9,4.9,0.4,-1.7,5.9,23.6,21.0,-0.7,1.8
COc1cccc(N2CCN(C3CC(=O)N(c4ccc(F)c(Cl)c4)C3=O)CC2)c1 (centres undefined),-1.4,-0.6,-8.0,-10.5,-3.0,-7.5,0.3,-4.6,-4.7,7.2,-1.7
CCOc1ccc(NC(=O)NNC(=O)c2ccc(CC)s2)cc1,1.0,-0.1,1.3,6.6,0.0,-2.6,-1.9,-24.9,2.7,-3.7,-11.5
CCOC(=O)c1[nH]cnc1C(=O)Nc1ccc(Cl)cc1,6.0,0.2,-7.7,0.7,2.0,0.0,-0.2,-5.9,-0.5,-4.1,-5.7
COC(=O)Nc1ccc2c(c1)OCO2,2.8,-1.1,3.7,-9.1,-1.1,-0.3,-1.3,-4.5,10.5,-13.1,-2.2
Cc1ccc(CN2CCc3[nH]c(=O)[nH]c(=O)c3C2)cc1,1.7,0.3,0.4,-12.0,1.2,0.1,x,5.3,-5.1,-7.3,-5.4
CCOc1ccc(C(C)NC(=O)c2ccc3c(c2)NC(=O)C(C)S3)cc1OCC (centres undefined),-2.3,0.7,9.1,10.3,0.1,-5.5,-0.2,x,x,-1.9,26.1
CCN(CC)C(=O)c1[nH]cnc1C(=O)NCc1ccccc1,-4.2,3.1,0.0,6.5,-2.3,-1.3,x,18.6,4.7,8.4,-0.6
Cc1ccc(F)c(CNC(=O)C2CCC(=O)N(CCCN3CCCC3=O)C2)c1F (centres undefined),-2.4,-0.5,-2.9,-18.8,1.4,0.2,7.1,-2.7,30.7,-0.1,-24.2
CC(C)c1ccc(O)c(C(=O)c2cnn(-c3ccccc3)c2)c1,-1.8,-0.8,-6.8,13.7,1.1,-5.2,-1.8,-3.1,-0.7,7.7,41.8
COc1cccc(-c2nc3cc(C)ccc3o2)c1,-4.9,0.4,-20.3,-0.8,2.8,-1.0,-0.4,8.0,-1.7,9.7,-3.8
CC(=O)Nc1ccc(S(=O)(=O)NCCCc2ccccc2)cc1,-5.7,0.3,2.8,-3.5,0.0,-0.1,-1.3,-6.4,14.3,1.8,-1.1
CCOc1ccnc2c1c(=O)n(Cc1cc(OC)cc(OC)c1)c(=O)n2C,3.1,0.1,5.1,-10.6,x,-0.4,-2.4,-29.4,2.2,-1.5,-2.0
CCn1c(SCc2ccc(C)cc2)nnc1-c1cnccn1,-2.2,1.5,2.0,1.6,-0.2,-3.6,-4.6,-12.1,-20.5,0.6,-3.1
c1ccc(Cn2nnc3c(Nc4ccc5c(c4)OCO5)nc(C4CC4)nc32)cc1,-6.4,1.7,-2.8,-9.8,0.8,0.9,3.0,17.5,x,-4.6,-3.2
Cc1cc(C)cc(-n2c(SCC(=O)NCc3ccc4c(c3)OCO4)nc3ccccc3c2=O)c1,6.1,-0.9,-8.1,-19.9,-0.9,-6.8,0.8,-15.6,-9.2,-1.1,-5.8
Cc1cc(C)nc(SCc2nnc(SCc3ccc([N+](=O)[O-])cc3)n2Cc2ccco2)n1,1.2,0.5,-4.2,2.0,-0.2,-4.3,3.0,10.1,-20.5,-11.2,2.2
Cc1noc(C)c1CSc1nnc(-c2cc(Cl)ccc2Cl)n1N,3.7,2.0,-9.4,-11.9,1.1,1.7,1.7,10.2,x,-9.6,8.2
COc1ccc(CNC(=O)CN2C(=O)CC(c3ccccc3)=Nc3ccccc32)cc1,-5.4,2.2,-3.8,-4.6,-1.0,-2.3,3.3,13.4,10.0,-4.0,-5.0
CC(C)(C)c1nnc(NC(=S)Nc2ccccc2)s1,9.7,0.3,-3.2,-2.2,-0.3,-2.5,2.8,-11.0,31.8,-2.3,17.2
O=C(O)c1cnn(-c2ccccc2)c1-c1ccccc1,4.2,-2.6,-1.9,-10.8,-2.0,-4.0,-3.2,-2.5,8.0,-5.8,-0.2
CC(C)NC(=O)Nc1cccc2c1O[C@H](CN(C)C(=O)NC(C)C)[C@@H](C)CN([C@H](C)CO)C2=O,-2.0,0.1,-7.4,-8.2,3.4,-4.3,x,-4.2,14.1,-5.6,-11.3
CCCc1cc(C(=O)Cc2nc3ccccc3s2)c(O)cc1O,-3.9,5.7,-4.3,-3.3,-0.9,-1.2,x,2.4,10.0,5.6,-118.2
Cc1ccccc1N1CCN(C(=O)CN2C(=O)c3ccccc3C2=O)CC1,-1.4,-0.1,-10.3,-9.7,0.5,-2.2,-2.8,7.9,10.2,-3.8,-1.2
O=C(NCc1ccco1)c1ccc(CNc2c(N3CCCCC3)c(=O)c2=O)cc1,5.4,-2.1,-3.7,-10.9,-0.8,-3.7,x,-3.2,24.6,-3.4,-4.1
CCOc1ccc(N(CC(=O)NC(C)CC)S(C)(=O)=O)cc1 (centres undefined),-1.4,-0.8,-3.4,-6.4,-1.9,-1.9,-0.4,-15.0,x,-1.8,x

# 3 compounds drawn at random from the list so far, as already listed:
SMILES,cardiac RTF act,C-LANA FP,dFosB activator,PvdQ acylase,CDK5 p35 inh,Keap1 Nrf2 FP,NSD2 inh,SUMO Mot1 rescue,PfHsp90 yeast 2,Cardiac RTF inh,Rtt109 Vps75
O=C(O)c1cnn(-c2ccccc2)c1-c1ccccc1,4.2,-2.6,-1.9,-10.8,-2.0,-4.0,-3.2,-2.5,8.0,-5.8,-0.2
CCCc1cc(C(=O)Cc2nc3ccccc3s2)c(O)cc1O,-3.9,5.7,-4.3,-3.3,-0.9,-1.2,x,2.4,10.0,5.6,-118.2
c1ccc(Cn2nnc3c(Nc4ccc5c(c4)OCO5)nc(C4CC4)nc32)cc1,-6.4,1.7,-2.8,-9.8,0.8,0.9,3.0,17.5,x,-4.6,-3.2

# Other results follow.
SMILES,cardiac RTF act,C-LANA FP,dFosB activator,PvdQ acylase,CDK5 p35 inh,Keap1 Nrf2 FP,NSD2 inh,SUMO Mot1 rescue,PfHsp90 yeast 2,Cardiac RTF inh,Rtt109 Vps75
N=c1ccn(Cc2cccc(Cl)c2)cc1,4.5,1.6,4.7,7.3,-2.4,-1.1,0.4,-18.2,15.1,-4.8,0.3
CN1CCN(c2nc(NCc3ccco3)nc(N)c2[N+](=O)[O-])CC1,6.5,0.2,-8.4,-9.9,0.0,-4.8,8.4,-11.3,-9.9,-10.3,4.4
O=C(O)c1ccccc1-c1ccccc1C(=O)Nc1ccccc1-c1ccccc1,4.1,1.1,4.5,-8.5,-0.1,-2.0,2.7,65.1,-0.1,-11.1,1.0
COc1cccc(CNC(=O)CN(C)S(=O)(=O)c2cnc[nH]2)c1,15.7,0.3,3.0,6.3,2.5,-1.9,-2.3,0.4,10.4,3.1,-18.3
O=C(Nc1ncc2c(n1)CC(c1ccco1)CC2=O)c1ccco1 (centres undefined),4.0,-1.1,3.3,12.5,0.7,-3.8,3.8,5.8,3.9,-7.6,1.1
O=C(CSc1nnc(-c2cccnc2)n1Cc1ccco1)N1c2ccccc2Sc2ccccc21,0.6,-1.0,-9.3,-9.6,-1.1,-5.6,5.8,-6.2,x,-8.1,x
